Bioassay records (PubChem)
HEK cytotox = kills HEK 293 cells | HEK 293 viability, ATP luminescence (CellTiter-Glo), 48-72 h | Potency, µM (highest dose often 115 µM), for the others: at the highest dose activity change, negative = cytotoxicity, most hits filed as inhibitors | 94,000 tested, 6.6% active | AID 1345083; further: potency means the concentration at half of the fitted maximal effect; nearly all actives have a fitted effect of over 60% in size
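Cells seeded first (HEK 293, 250 cells/well), then compound added by pintool. Incubation ran 48 or 72 hr at 37 degree Celsius. CellTiter-Glo was added and luminescence imaged after 10 min at room temperature.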
IP6K1 inhibitor = inhibitors of human IP6K1; Q92551; activity change, % (series mostly up to about 58 µM); IP6K1 kinase, ADP-Glo luminescence, 2 h; hits give low values; 140,000 tested, 0.81% active; in the data active means activity change below about -25%
Target sequence (Q92551 whole entry, looked up): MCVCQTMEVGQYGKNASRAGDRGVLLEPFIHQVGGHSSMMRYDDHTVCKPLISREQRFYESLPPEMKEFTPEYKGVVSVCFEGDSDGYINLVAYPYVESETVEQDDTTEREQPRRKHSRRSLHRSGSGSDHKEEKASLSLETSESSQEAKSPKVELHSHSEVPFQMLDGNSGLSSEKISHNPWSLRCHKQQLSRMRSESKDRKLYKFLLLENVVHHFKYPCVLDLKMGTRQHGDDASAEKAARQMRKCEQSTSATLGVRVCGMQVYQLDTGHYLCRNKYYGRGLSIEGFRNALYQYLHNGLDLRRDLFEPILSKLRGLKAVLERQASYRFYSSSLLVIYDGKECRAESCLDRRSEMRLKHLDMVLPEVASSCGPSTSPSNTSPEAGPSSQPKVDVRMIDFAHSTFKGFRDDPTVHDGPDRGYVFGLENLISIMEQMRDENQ
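ADP-Glo luminescence measures ADP made by human IP6K1 during a 2 h RT reaction with ATP/IP6 (mix at 1.3 mM/130 uM); top library doses 57.5 and 19.1 uM final.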
SNCA expr inh = inhibitors of alpha-synuclein (SNCA) gene expression; Potency, µM (titrated, usually from 57.2 µM), inactives show at the top dose activity change, negative = inhibition, usual class: inhibitors; AID 1671194; HEK-293 SNCA-luciferase knock-in, luminescence, 24 h; 140,000 tested, 0.17% active;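 further: potency means the concentration at half of the fitted maximal effect; plate controls were DMSO cells for no effect and cell-free wells for full effect; nearly all actives have a fitted effect of over 45% in size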
FLuc inh = inhibitors of firefly (Photinus pyralis) luciferase; 76,000 tested, 2.5% active; purified P. pyralis luciferase, luminescence, biochemical; Potency, µM (series often up to 115 µM), without a hit: at the top dose activity change, negative = inhibition, usual class: inhibitors; further: potency means the concentration at half of the fitted maximal effect; nearly all actives have a fitted effect of over 65% in size
Target sequence (P08659 whole entry, looked up): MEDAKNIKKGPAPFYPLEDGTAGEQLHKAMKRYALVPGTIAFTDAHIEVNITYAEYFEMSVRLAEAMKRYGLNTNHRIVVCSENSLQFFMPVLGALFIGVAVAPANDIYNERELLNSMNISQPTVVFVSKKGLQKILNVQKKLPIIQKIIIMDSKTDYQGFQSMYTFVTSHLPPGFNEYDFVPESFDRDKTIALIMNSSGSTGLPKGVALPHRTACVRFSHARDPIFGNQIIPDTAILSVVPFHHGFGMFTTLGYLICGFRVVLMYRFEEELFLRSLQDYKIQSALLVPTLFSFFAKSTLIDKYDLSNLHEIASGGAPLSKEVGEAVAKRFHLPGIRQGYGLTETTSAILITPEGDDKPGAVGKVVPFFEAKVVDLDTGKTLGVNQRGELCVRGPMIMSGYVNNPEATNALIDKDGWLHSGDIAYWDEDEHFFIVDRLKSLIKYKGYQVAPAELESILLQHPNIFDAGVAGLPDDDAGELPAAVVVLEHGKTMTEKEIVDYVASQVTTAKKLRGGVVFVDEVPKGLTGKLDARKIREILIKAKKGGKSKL
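Purified P. pyralis luciferase (10nM final) in 50mM Tris acetate pH 7.5, 10mM Mg acetate, 0.01% Tween-20, 0.05% BSA with 10uM D-luciferin and 10uM ATP. Compounds titrated qHTS. Luminescence imaged on CCD.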
NIH3T3 tox = cytotoxic compounds in NIH 3T3 cells; NIH 3T3 viability, CellTiter-Glo ATP luminescence, 48-72 h; Potency, µM (titrated, usually from 96.7 µM), for the others: top-dose activity change, negative = cytotoxicity, usual class: inhibitors; 94,000 tested, 4.3% active; AID 1345082; further: potency means the concentration at half of the fitted maximal effect; nearly all actives have a fitted effect of over 55% in size
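Viability of NIH 3T3 cells after 48 or 72 hr compound treatment at 37 °C was assessed by CellTiter-Glo, with luminescence imaged following a 10 min room-temperature step.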
HEK293 viab = cell viability loss counter-screen; Potency, µM (highest dose often 57.1 µM), for the others: top-dose activity change, negative = cytotoxicity, usual class: cytotoxic; AID 1671193; 150,000 tested, 0.12% active; HEK-293-SNCA-luc viability, GF-AFC fluorescence, 24 h;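 further: potency means the concentration at half of the fitted maximal effect; 0% = DMSO-treated cells and -100% = medium-only wells without cells; nearly all actives have a fitted effect of over 30% in size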
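Cytotoxicity counterscreen: after 24 h compound treatment of genome-edited SNCA-luciferase HEK-293 cells, live-cell protease substrate GF-AFC read by fluorescence after 30 min; activity scaled between DMSO (0%) and medium-only (-100%), curves Hill-fitted.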
GPT2 inh = inhibitors of human GPT2 alanine aminotransferase. Recombinant GPT2, coupled pyruvate oxidase/HRP Amplex Red fluorescence. Potency, µM (top dose mostly 57.7 µM), inactives show top-dose activity change, negative = inhibition, actives largely listed as inhibitors. 100,000 tested, 0.25% active; further: potency means the concentration at half of the fitted maximal effect; nearly all actives have a fitted effect of over 60% in size; many of its hits are not listed in these tables
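Fluorescence read-out: pyruvate from GPT2 turnover coupled to pyruvate oxidase, HRP and Amplex Red (0.2mM ThPP, 0.2U/mL PO and HRP, 50uM Amplex final). Substrates 250uM a-KG, 2mM L-alanine; enzyme 10ng/uL; 30 min RT.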
Active calls of the source: *; i = inactive; ? = inconclusive; nt = no result given; [ ] = another dose, or the depositor's remark. Unless noted, the call rests on the fitted dose curve; in most records, active means well fitted curve in the direction sought with a large enough effect; inconclusive means small, poorly fitted or top-dose-only effect, or another doubt; inactive means no such curve, though single readings can be large; an effect the other way counts as inactive or inconclusive. Unless noted, on the % scale 0 is the no-effect control and ±100 the full control effect.

SMILES	HEK cytotox	IP6K1 inhibitor	SNCA expr inh	FLuc inh	NIH3T3 tox	HEK293 viab	GPT2 inh
COCCNC(=O)CCC(=O)N1Cc2cccc(OC)c2Oc2ncccc21	nt	1	1%	nt	nt	18%	nt
Cc1ccc(-n2nc(CO)c(C(=O)NC(C)CCCc3ccccc3)n2)cc1 (configuration not stated)	nt	-31*	40%[activator]	nt	nt	-8%	nt
Cc1ccc(C)c(N2CCN(C(=O)c3ccc(Nc4nc5ccccc5n5nnnc45)cc3)CC2)c1	nt	-9	25%	nt	nt	6%	nt
Cc1coc2c(C)c3oc(=O)c(CC(=O)NCCc4ccc(Cl)cc4)c(C)c3cc12	nt	5	-8%	nt	nt	-16%	nt
COc1ccc(NC(=O)c2ccc(NC(=O)N3CCSc4ncccc43)cc2)cc1	nt	-3	-26%	nt	nt	2%	nt
Cc1cccc(NC(=O)c2oc3ccc(S(=O)(=O)N4CCC5(CC4)OCCO5)cc3c2C)c1C	nt	-3	-27%	nt	nt	-21%	nt
CN(C)C(C(=O)NCc1noc(Cc2ccccc2)n1)c1ccc(F)cc1 (configuration not stated)	2%	1	-29%	-2%	-3%	-8%	1%
Cc1ccc(NC(=O)Cn2c(=O)n(CCC(=O)NCc3ccc4c(c3)OCO4)c(=O)c3sccc32)c(C)c1	nt	2	-8%	nt	nt	0%	nt
Cc1ccc(F)cc1-n1nc(-c2c(C)nc3scc(CC(=O)NCC(C)C)n3c2=O)cc1C	-11%	-10	-19%	-10%	-22%	?	i
COCCNC(=O)[C@H]1C[C@H](Oc2ccccc2)CN1Cc1cccn1C	?	28	-23%	9%	-1%	4%	-16%
CC(=O)N1CCN(C(=O)C2CCc3nnc(CN[S+](=O)([O-])c4ccccc4Cl)n32)CC1 (configuration not stated)	-3%	7	7%	nt	-10%	2%	i
CCOc1ccc(-c2nc(SCC(=O)Nc3ccc(C)c(C)c3)n3[nH]c(=O)cc3n2)cc1	nt	4	14%	nt	nt	7%	nt
CCCNC(=O)C(NC(=O)c1cccc(OC)c1)C1CCN(C(=O)COC)CC1 (configuration not stated)	-4%	-1	0%	4%	-11%	11%	i
Cn1cccc1C(=O)N1CCCCCCNC(=O)CC1	-28%	-2	-15%	-12%	-16%	?	i
COc1cccc(CNC(=O)c2ccc3nc(-c4ccncc4)oc3c2)c1	?	7	-5%[87.6 µM]	nt	?	2%[87.6 µM]	i
CCOC(=O)c1c(C)[nH]c(C)c1S(=O)(=O)NCC(=O)N1CCN(c2ccccc2F)CC1	nt	-4	-15%	nt	nt	0%	nt
CC(C)[C@@H]1C[C@@H]2C[C@@H](NCc3ccccc3)C[C@]2(c2ccccc2)CO1	79µM*	9	nt	nt	?	nt	nt
Cc1onc(-c2ccccc2)c1-c1ccc(S(N)(=O)=O)cc1	nt	13	-15%[25.6 µM]	nt	nt	-3%[23.9 µM]	-7%
O=C(c1cc2ccccc2o1)N1CCC2(CNS(=O)(=O)c3cnccc3O2)C1 (configuration not stated)	4%	-4	8%	nt	i	-6%	i
CCOC(=O)C1CCN(C(=O)C2CCN(C3=NS(=O)(=O)C(c4ccc(C)c(C)c4)=C3C)CC2)CC1	nt	-2	23%	nt	nt	-12%	nt
CCn1c(CO)nnc1C1CC(NC(=O)c2[nH]c3ccc(OC)cc3c2C)C1 (configuration not stated)	-3%	54	7%	?	-17%	3%	0%[11.5 µM]
Cc1cn2nc(C(=O)N3CCC(NC(=O)c4sccc4C)CC3)cc2c(=O)[nH]1	-8%	-4	-5%	-16%	-21%	4%	i
CN(CC1CCOCC1)S(=O)(=O)c1ccc(F)cc1F	-1%	12	-7%	13%	-8%	3%	i
Cc1nn(-c2ccccc2)c2c1C(C1CC1)N(CC1CN(C(=O)c3cccnc3)C1)C2=O (configuration not stated)	?	8	nt	nt	?	nt	nt
COc1cccc(N2CCN(C(=O)c3cccn3-c3nnc(N4CCCC4)s3)CC2)c1	nt	-4	43%[activator]	nt	nt	-11%	nt
O=C(NCC1CC1)c1cn2cc(-c3ccc(C(F)(F)F)cc3)sc2n1	?	-10	11%	nt	?	?	1%
COc1ccccc1C(=O)Nc1nc2nc(C)cc(=O)n2[nH]1	nt	-14	2%	nt	nt	-4%	nt
Cc1cc(NS(=O)(=O)c2ccc(NC(=O)COc3ccccc3Br)cc2)no1	nt	-6	8%	nt	nt	4%	nt
CN(C)c1oc(-c2ccc(COc3ccccc3)o2)nc1C#N	nt	-21	0%	nt	nt	-1%	nt
CNC(=O)[C@@H]1CN(C(=O)CCn2nc(C)cc2C)C[C@H]1c1n[nH]c(C)n1	-9%	17	17%	-5%	-1%	14%	4%

A different layout for some results above.
SMILES,HEK cytotox,IP6K1 inhibitor,SNCA expr inh,FLuc inh,NIH3T3 tox,HEK293 viab,GPT2 inh
O=C(NCC1CC1)c1cn2cc(-c3ccc(C(F)(F)F)cc3)sc2n1,?,-10,11%,nt,?,?,1%
COc1ccccc1C(=O)Nc1nc2nc(C)cc(=O)n2[nH]1,nt,-14,2%,nt,nt,-4%,nt
Cc1cc(NS(=O)(=O)c2ccc(NC(=O)COc3ccccc3Br)cc2)no1,nt,-6,8%,nt,nt,4%,nt

Whole records, quoted from the list. Screens in order: HEK cytotox	IP6K1 inhibitor	SNCA expr inh	FLuc inh	NIH3T3 tox	HEK293 viab	GPT2 inh
Entry for Cc1onc(-c2ccccc2)c1-c1ccc(S(N)(=O)=O)cc1 : nt	13	-15%[25.6 µM]	nt	nt	-3%[23.9 µM]	-7%
Entry for Cc1nn(-c2ccccc2)c2c1C(C1CC1)N(CC1CN(C(=O)c3cccnc3)C1)C2=O (configuration not stated) : ?	8	nt	nt	?	nt	nt

(more compounds)
SMILES	HEK cytotox	IP6K1 inhibitor	SNCA expr inh	FLuc inh	NIH3T3 tox	HEK293 viab	GPT2 inh
COc1ccc(CNC(=O)Cn2nnc(-c3ccccc3F)n2)cc1	nt	-7	13%	nt	nt	8%	nt
Cc1cn2nc(C(=O)Nc3ccc(F)cc3F)cc2c(N(C)Cc2ccccc2)n1	?	11	-6%	1%	-26%	9%	i
Cc1ccc(-c2cc3c(=O)n(CCNC(=O)c4cccc(C#N)c4)ccn3n2)c(C)c1	45µM*	-1	32%[activator]	2µM*	35µM*	-15%	i
CCOc1ncccc1C(=O)N1CCN(Cc2ccccc2)CC(O)C1 (configuration not stated)	-16%	-34*	15%	-12%	-8%	2%	2%[11.5 µM]
COc1ccc(CN2CCC3CC(=O)NCCC3C2)cc1 (configuration not stated)	0%[172 µM]	6	6%[87.6 µM]	nt	i	3%[87.6 µM]	1%[88.5 µM]
Cc1ccc(-n2nnc(-c3nsc(NC(=O)c4ccccc4C)n3)c2C)cc1Cl	nt	24	1%	nt	nt	-13%	nt
Cc1nnc(N2C(=O)c3oc4ccccc4c(=O)c3C2c2ccc(Cl)cc2)s1 (configuration not stated)	nt	-4	-12%	nt	nt	-5%	nt
CCOc1ccc(-c2nnc(SCC(=O)Nc3ccccc3C(F)(F)F)o2)cc1	nt	-5	31%[activator]	nt	nt	3%	nt
Cc1cccc(NS(=O)(=O)c2ccc3c(c2)CCCN3C(=O)C2CCC2)c1C	nt	2	?	nt	nt	-31%	nt
Clc1ccccc1C1(c2ccnc(NCCc3cccnc3)n2)CCNCC1	?	13	2%	-1%	?	-25%	-10%[11.5 µM]
COc1ccc2nc(NC(=O)c3nc(SCc4ccccc4F)ncc3Cl)sc2c1	nt	-7	-11%	nt	nt	6%	nt
O=C(Nc1ccc(Cl)c(-c2nc3cc(Cl)ccc3o2)c1)c1cc2ccccc2o1	nt	19	68%[activator]	nt	nt	6%	nt
CC(C)N1CCN(Cc2nnc3cc(-c4nc(-c5ccccc5)no4)ccn23)CC1	i	17	70%[activator]	1%	0%	-8%	i
CC(C)CN1C(=O)CO[C@H](c2ccc(NS(=O)(=O)CC(C)C)cc2)[C@H]1CO	-26%[172 µM]	-6	2%[87.6 µM]	-1%[172 µM]	-11%[138 µM]	-2%[87.6 µM]	1%[88.5 µM]
N#Cc1cccc(CN2CCOCCNC(=O)CC2)c1	-6%	11	?	-4%	-25%	7%	i
CC(=O)N1CC2(Cc3ccccc31)CN(C(=O)C(C)(C)C)C2	-24%[172 µM]	33	53%[activator][87.6 µM]	-10%[172 µM]	-19%[138 µM]	-2%[87.6 µM]	i
CC(=O)N1CCN(Cc2ccc(-c3cnc4c(OCc5ccccc5)nccn34)cc2)CC1	40µM*	-11	19%	?	32µM*	-9%	2%
COc1ccc(NC(=O)N2C[C@@H]3C[C@H](C2)c2c(NC(=O)c4ccccc4)ccc(=O)n2C3)cc1	i	-6	3%	6%	i	-13%	i
CNC(=O)c1ccc(N2CC3CC(C2)[C@H]2CCCC(=O)N2C3)nc1 (some centres not stated)	?	4	10%	5%	2%	8%	-2%
O=C1CC(c2ccccc2)N(S(=O)(=O)c2ccc3c(c2)OCCO3)CCCCCN1 (configuration not stated)	-10%	-9	25%	4%	4%	-24%	i
O=C(NCC1CC1)C1CCN(c2nccc(Nc3ccccc3Cl)n2)CC1	32µM*	2	5%	nt	32µM*	6%[12.5 µM]	i
CCCn1cc(S(=O)(=O)N2C[C@H](C3CC3)[C@@H](N)C2)cn1	-20%	11	7%	-1%	-3%	7%	-22%
Cc1cn2nc(C(=O)N3CCC(NC(=O)c4ccco4)CC3)cc2c(=O)[nH]1	0%	4	0%	-2%	-14%	-6%	0%
COc1ccccc1CNS(=O)(=O)c1ccc2c(c1)NC(=O)C(C)C(=O)N2 (configuration not stated)	nt	7	0%	nt	nt	4%	nt
COc1ccc(OC)c(NS(=O)(=O)c2ccc3c(c2)C(C)(C)C(=O)N3C)c1	nt	28	-2%	nt	nt	3%	nt
O=C(N[C@H]1CCOC[C@H]1C1CCOCC1)c1ccccc1-c1ccccc1	-23%	-5	-12%	-2%	-21%	-2%	5%
O=C(NCCOc1ccccc1)[C@@H]1C[C@@H](c2ccc(F)cc2)N([S+](=O)([O-])c2cccnc2)C1	-3%	8	-9%	-1%	?	-12%	-11%
CCOc1ccccc1NC(=O)N(Cc1ccc(F)cc1)C1CCN(CC)CC1	nt	-14	-7%	nt	nt	4%	nt
Cc1ccccc1CNC(=O)c1ccc(NC(=O)N2CCCCc3ccccc32)cc1	nt	8	5%	nt	nt	-4%	nt
O=C(Nc1ccccc1F)C1CCN(S(=O)(=O)c2ccc3c(c2)CCCN3C(=O)C2CCC2)CC1	nt	31	4%	nt	nt	-14%	nt
Cc1ncoc1C(=O)N1CCCN(Cc2ccncc2)C(c2ccccc2)CC(=O)NCC1 (configuration not stated)	i	23	0%	5%	-10%	3%	-8%
O=C(c1ccc(Cl)cc1)N1CC2(CCN(Cc3ccc(Cl)cc3)C2)Cc2ccccc21 (configuration not stated)	?	-19	22%	nt	?	-26%	-1%
CCS(=O)(=O)N1CCc2cc(C(=O)NCc3ccc(Cl)cc3)ccc21	nt	34	-3%	nt	nt	2%	nt
COc1ccc(CC(=O)N2CCCN(c3cc(-c4ccc(F)cc4)[nH]n3)CC2)cc1	?	9	-14%	-1%	?	9%	?
